Screening results deposited in PubChem by National Center for Advancing Translational Sciences (NCATS).
FLuc counter: counter-screen for miR-21 project: firefly luciferase inhibitors or activators; P08659; purified FLuc, Km substrates, luminescence inhibition; Potency, µM (doses to about 57.5 µM), inactives show at the top dose activity change, negative = inhibition, hits mostly inhibitors; 6.9% of 360,000 active; AID 588342;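 further: potency means the concentration at half of the fitted maximal effect; plate controls were vehicle for no effect and reference inhibitor for full effect; nearly all actives have a fitted effect of over 55% in size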
Target sequence (P08659 whole entry, looked up): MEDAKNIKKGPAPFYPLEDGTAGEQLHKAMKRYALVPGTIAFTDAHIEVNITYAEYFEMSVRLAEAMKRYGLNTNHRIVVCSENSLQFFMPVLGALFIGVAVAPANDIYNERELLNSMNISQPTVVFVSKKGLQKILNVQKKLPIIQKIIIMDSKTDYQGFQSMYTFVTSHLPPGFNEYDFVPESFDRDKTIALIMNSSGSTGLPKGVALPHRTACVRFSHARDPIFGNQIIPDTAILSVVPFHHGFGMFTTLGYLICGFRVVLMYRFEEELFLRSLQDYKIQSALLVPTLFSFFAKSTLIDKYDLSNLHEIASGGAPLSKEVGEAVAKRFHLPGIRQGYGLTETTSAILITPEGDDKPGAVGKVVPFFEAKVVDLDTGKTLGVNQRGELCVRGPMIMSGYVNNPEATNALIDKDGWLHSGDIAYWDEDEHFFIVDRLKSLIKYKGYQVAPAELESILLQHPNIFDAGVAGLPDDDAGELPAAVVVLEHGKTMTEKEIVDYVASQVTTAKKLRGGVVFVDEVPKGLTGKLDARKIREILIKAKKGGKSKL
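Purified P. pyralis luciferase (10nM final) with 10uM D-luciferin and 10uM ATP (Km levels) in 50mM Tris acetate pH 7.5, 10mM Mg acetate, 0.01% Tween-20, 0.05% BSA; qHTS 6-point titration, ~60 µM downward; luminescence read.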
RORgamma inh: inhibitors of mouse ROR gamma transcriptional activity. P51450. Drosophila S2 Gal4-RORgamma UAS-luciferase reporter, 20 h. Potency, µM (doses to about 53.6 µM), inactives show at the highest dose activity change, negative = inhibition, most hits filed as inhibitors. 5.4% of 310,000 active. AID 2551; further: potency means the concentration at half of the fitted maximal effect; on the % scale 0 is the no-effect control and ±100 the full control effect; nearly all actives have a fitted effect of over 60% in size
Target sequence (P51450 whole entry, looked up, the tested form may be a part): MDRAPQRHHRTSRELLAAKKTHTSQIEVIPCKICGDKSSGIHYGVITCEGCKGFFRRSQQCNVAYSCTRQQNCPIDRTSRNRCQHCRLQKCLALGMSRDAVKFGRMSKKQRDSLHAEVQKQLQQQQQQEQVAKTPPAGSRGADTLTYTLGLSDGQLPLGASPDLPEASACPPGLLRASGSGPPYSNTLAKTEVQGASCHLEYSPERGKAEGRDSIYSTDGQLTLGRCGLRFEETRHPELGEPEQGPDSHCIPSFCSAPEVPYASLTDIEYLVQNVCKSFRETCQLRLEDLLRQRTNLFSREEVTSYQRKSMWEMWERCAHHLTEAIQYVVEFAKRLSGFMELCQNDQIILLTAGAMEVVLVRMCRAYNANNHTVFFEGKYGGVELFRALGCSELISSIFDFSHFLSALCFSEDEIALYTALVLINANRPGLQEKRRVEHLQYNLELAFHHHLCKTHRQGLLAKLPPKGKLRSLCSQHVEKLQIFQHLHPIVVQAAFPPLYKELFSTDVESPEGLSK
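A Gal4/UAS one-hybrid system in insect cells: metallothionein-promoter Gal4–ROR gamma fusion plus Photinus luciferase reporter. Copper sulfate 700 uM final, 20 hr ambient incubation, luminescent detection after 10 min with reagent.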
ELG1 genotox: genotoxicity induction in ELG1-luciferase HEK293T cells; Potency, µM (highest dose often 46 µM), for inactives: at the top dose activity change, positive = activation, actives largely listed as activators; HEK293T ELG1-luciferase reporter, luminescence, 16 h; 1.3% of 330,000 active; further: potency means the concentration at half of the fitted maximal effect; % of control where 0% means no effect; nearly all actives have a fitted effect of over 60% in size
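After overnight (16 hr) compound treatment at 37 °C, ELG1-luciferase HEK293T cells were lysed with ONE-Glo; luminescence quantified 30 min later at room temperature.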
Tb PFK inh: inhibitors of T. brucei phosphofructokinase. O15648. T. brucei PFK, ADP-Glo luminescence. Potency, µM (series often up to 57.5 µM), inactives show at the top dose activity, negative = inhibition, actives largely listed as inhibitors. 0.17% of 330,000 active;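 further: potency means the concentration at half of the fitted maximal effect; 0% = uninhibited 1x PFK enzyme wells and -100% = no-enzyme wells; nearly all actives have a fitted effect of over 60% in size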
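PFK 1.25 nM, F6P 0.5 mM, ATP 0.1 mM, 0.1 M TEA pH 8.0, 5 mM MgCl2, 0.01% Tween20, 0.1% BSA; 45 min RT. ADP-Glo readout. qHTS titration up to 57 uM; curves fitted, compounds curve-classed.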
NPC1 promoter act: activates the NPC1 promoter | Huh7 NPC1 promoter luciferase reporter, 24 h | Potency, µM (highest dose often 9.22 µM), without a hit: top-dose activation, hits mostly activators | 2.4% of 320,000 active;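 further: potency means the concentration at half of the fitted maximal effect; % of control where 0% means no effect; nearly all actives have a fitted effect of over 60% in size; reporter is driven by a mutant NPC1 promoter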
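Huh7 reporter cells (NPC1 promoter driving luciferase) are dosed with compound for 24 h at 37 °C, 5% CO2; luciferase detection reagent is then added and luminescence measured after 10 min at ambient temperature.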
KCNH2 3.1 block: inhibitors of human KCNH2 3.1 potassium channel isoform; U2OS KCNH2 3.1, thallium flux FluxOr; active compounds read low; activity change, % (tested at about 1.8 µM); 0.95% of 340,000 active; AID 720553;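 active means maximum activity change below -70%; inconclusive means maximum activity change from -70% to -50%; inactive means maximum activity change above -50%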;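 further: thallium influx rate constant from kinetic fluorescence after stimulation buffer; on the % scale 0 is the no-effect control and ±100 the full control effect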
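U2OS cells transduced with KCNH2 3.1 mutant virus (1.77 x 10^8 /mL, 4 h), plated overnight at 37 C, loaded 45 min with FluxOr dye plus Red40 quencher. Thallium flux rate constant from kinetic reads after stimulation buffer, normalised to controls.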
Rab9 prom act: Rab9 promoter activation; Huh7 Rab9 promoter-luciferase reporter, luminescence, 24 h; Potency, µM (series often up to 9.22 µM), for the others: at the top dose activation, negative = inhibition, hits mostly activators; 2.8% of 320,000 active; further: potency means the concentration at half of the fitted maximal effect; % of control where 0% means no effect; nearly all actives have a fitted effect of over 60% in size
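Quantitative HTS format; Huh7 Rab9-luciferase reporter cells (1500/well) receive compound 2 h post-plating, incubate 24 h at 37 °C, then get luciferase reagent for 10 min before luminescence reading.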
Giardia killer: kills Giardia lamblia; Giardia lamblia trophozoite viability; activity change, % at 7.66 µM, hits read low; 0.15% of 340,000 active; AID 540267; in the data active means activity change below about -80%; inconclusive means between about -30% and that limit;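 further: parasites exposed to compound for two days anaerobically before the ATP read; on the % scale 0 is the no-effect control and ±100 the full control effect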
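Each well holds 100 Giardia trophozoites and compound. After two days (48 hrs) at 37 deg C in anaerobic conditions, ATP is quantified by luminescence.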
Coupling enz: counter-screen for Giardia aldolase inhibitors: coupling enzyme system; coupling enzyme system counterscreen, AmpLite Red fluorescence; activity change, negative = inhibition, % at 58.2 µM, hits read low; 0.67% of 290,000 active; AID 2472; in the data active means activity change below about -30%; further: on the % scale 0 is the no-effect control and ±100 the full control effect
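Compounds tested against the coupling enzymes alone at 57.5 uM final; readout was AmpLite Red fluorescence (525/598 nm) after 20 min at RT.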
uPA generation: inhibitors of cell surface uPA generation. cell surface uPA generation assay, qHTS. Potency, µM (top dose mostly 38.3 µM), without a hit: at the top dose activity change, negative = inhibition, hits mostly inhibitors. 0.31% of 330,000 active; active means well fitted inhibition curve with a large enough effect; inconclusive means small, poorly fitted or top-dose-only effect; inactive means no such curve, though single readings can be large or run the other way; tested in mouse RAW 264.7 cells; further: potency means the concentration at half of the fitted maximal effect; on the % scale 0 is the no-effect control and ±100 the full control effect; nearly all actives have a fitted effect of over 55% in size
VP16 counter: Gal4-VP16 reporter inhibition counter-screen | Drosophila S2 Gal4-VP16 UAS-luciferase, luminescence, 20 h | Potency, µM (doses to about 53.6 µM), for inactives: at the highest dose activity, negative = inhibition, most hits filed as inhibitors | 3.5% of 310,000 active;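 further: Gal4-VP16 expression switched on by copper sulfate through the metallothionein promoter; potency means the concentration at half of the fitted maximal effect; on the % scale 0 is the no-effect control and ±100 the full control effect; nearly all actives have a fitted effect of over 50% in size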
Active calls of the source: *; u = inconclusive; x = not tested or not shown; [ ] = dose if it differs, or a comment. Unless noted, the call rests on the fitted dose curve; in most records, active means well fitted curve in the direction sought with a large enough effect; inconclusive means small, poorly fitted or top-dose-only effect, or another doubt; inactive means no such curve, though single readings can be large; an effect the other way counts as inactive or inconclusive.

1	CCN(CC(=O)Nc1ccccc1C(F)(F)F)C(=O)CSCc1ccc(C)cc1
2	CCOC(=O)N1CCN(C(=O)CSc2ccc(-c3cccnc3)nn2)CC1
3	Cc1nn(Cc2ccccc2)c2sc(C(=O)NCc3cccnc3)cc12
4	C/C(=N\NS(=O)(=O)c1ccccc1)c1ccc2c(c1)OCO2
5	Cc1nc2ccc(NS(=O)(=O)c3c(F)cc(F)cc3Br)cc2s1
Assay by compound	1	2	3	4	5
FLuc counter	-2%	0%	-1%	u	-3%
RORgamma inh	x	-8%	2%	u	x
ELG1 genotox	-25%	-2%	-5%	0%	-5%
Tb PFK inh	-9%	-3%	-1%	4%	9%
NPC1 promoter act	-2%	-5%	-2%	-1%	0%
KCNH2 3.1 block	-5	x	1	17	17
Rab9 prom act	2%	-5%	-5%	13%	-4%
Giardia killer	2	x	2	4	-2
Coupling enz	x	2	2	-2	x
uPA generation	15%	x	0%	2%	8%
VP16 counter	x	7%	-29%	u	x

Overlap with the part before: 2 entries, then new ones.
4	C/C(=N\NS(=O)(=O)c1ccccc1)c1ccc2c(c1)OCO2
5	Cc1nc2ccc(NS(=O)(=O)c3c(F)cc(F)cc3Br)cc2s1
6	CCNC(=S)NNC(=O)c1ccoc1C
7	CCOC(=O)N1CCN(C(=O)C2COc3ccccc3O2)CC1 (centres undefined)
8	O=C(Oc1cccnc1)c1ccc(Cl)cc1
9	Cc1nc2ccc(NC(=O)c3ccc(Cl)nc3)cc2s1
10	COc1ccccc1CN1CCNC(=O)C1CC(=O)NC1CCCCCC1 (centres undefined)
Assay by compound	4	5	6	7	8	9	10
FLuc counter	u	-3%	4%	2%	-15%	u	-2%
RORgamma inh	u	x	-34%	2%	18%	8%	-13%
ELG1 genotox	0%	-5%	0%	0%	0%	1%	-1%
Tb PFK inh	4%	9%	-3%	-3%	-1%	1%	2%
NPC1 promoter act	-1%	0%	2%	0%	1%	14%	-2%
KCNH2 3.1 block	17	17	8	27	x	4	-24
Rab9 prom act	13%	-4%	9%	9%	-8%	21%	7%
Giardia killer	4	-2	-8	-3	0	-14	-11
Coupling enz	-2	x	2	0	3	-4	0
uPA generation	2%	8%	-1%	3%	-2%	15%	2%
VP16 counter	u	x	-9%	0%	-13%	-1%	2%

11	CCOCC(=O)Nc1nc(-c2ccccc2)c(CC)s1
12	C=CCNC(=O)C(C#N)c1nc2ccccc2nc1N1CCCCCC1 (centres undefined)
13	CC(C)Cc1nc2oc3c(N4CCN(C)CC4)ncnc3c2c2c1CCCC2
14	CC(C)C(=O)Nc1c(-c2ccccc2Cl)c(=O)c2ccccc2n1C
15	Cc1ccc(S(=O)(=O)N2CCOCC2)cc1NC(=O)CSc1nc(N)cc(=O)[nH]1
Assay by compound	11	12	13	14	15
FLuc counter	2%	-1%	-1%	0%	-1%
RORgamma inh	1%	-9%	5%[10 µM]	-7%	-6%
ELG1 genotox	3%	-2%	0%	0%	1%
Tb PFK inh	2%	3%	0%	-1%	0%
NPC1 promoter act	-1%	0%	0%	-1%	1%
KCNH2 3.1 block	-1	-13	x	18	17
Rab9 prom act	8%	2%	-2%	-3%	1%
Giardia killer	4	14	x	0	-5
Coupling enz	1	-14	1	-2	9
uPA generation	-1%	1%	x	5%	5%
VP16 counter	4%	6%	-3%	2%	-6%

16	COc1cc(/C=C2/SC(=S)N(CC3CCCO3)C2=O)ccc1O (centres undefined)
17	CCN1C(=O)[C@H]2[C@H]3CN=C(SCc4ccccc4)N3[C@@](CC)(C(=O)OC)[C@H]2C1=O
18	CC(=O)c1c(C)[nH]c(C(=O)NCc2ccccc2)c1C
19	CCN(CC)CCNC(=O)Cc1c(C(=O)O)n(CC)c2ccccc12
20	O=C(NCCNS(=O)(=O)c1cccc(C(F)(F)F)c1)c1cc(OCC(F)(F)F)ccc1OCC(F)(F)F
Assay by compound	16	17	18	19	20
FLuc counter	11µM*	x	-6%	2%	0%
RORgamma inh	-29%	x	7%	u	3%
ELG1 genotox	16%	6%	0%	0%	1%
Tb PFK inh	1%	1%	-5%	-3%	0%
NPC1 promoter act	-1%	x	-5%	-2%	0%
KCNH2 3.1 block	1	-5	-5	11	-35
Rab9 prom act	-3%	x	9%	-4%	7%
Giardia killer	8	11	-12	18	43[activator]
Coupling enz	0	x	1	1	1
uPA generation	-3%	13%	-1%	9%	6%
VP16 counter	-13%	x	12%	6%	-8%

21	O=C(c1ccc2ccccc2c1)N1CCN(c2ccc([N+](=O)[O-])c(N3CCOCC3)c2)CC1
22	COc1cc(-c2csc(NC3CCCCC3)n2)cc(OC)c1OC
23	Cc1ccc(S(=O)(=O)NCC(=O)OCc2ccccc2)cc1
24	CCn1c(=O)c2cc(C(=O)N3CCN(C)CC3)sc2c2ccccc21
25	C[C@H](NC(N)=O)C(=O)Nc1ccc2c(c1)OCO2
Assay by compound	21	22	23	24	25
FLuc counter	3%	u	-10%	1%	u
RORgamma inh	20%	19%	9%	21%	-2%
ELG1 genotox	-2%	-2%	3%	-5%	6%
Tb PFK inh	-4%	-1%	2%	-2%	-14%
NPC1 promoter act	0%	-9%	-3%	-1%	1%
KCNH2 3.1 block	-1	-1	0	2	-6
Rab9 prom act	-9%	0%	2%	-2%	0%
Giardia killer	3	-5	-5	2	-6
Coupling enz	0	-6	-1	0	2
uPA generation	-2%	1%	3%	-4%	2%
VP16 counter	3%	u	5%	2%	1%

26	CCn1c(=N)c(S(=O)(=O)c2ccc(Cl)cc2)cc2c(=O)n3ccccc3nc21
27	COc1ccc(C)cc1NC(=O)CN(C)S(=O)(=O)c1ccc2c(c1)n(C)c(=O)c(=O)n2C
28	COc1ccc(OC)c(C2C(C(=O)c3ccco3)=C(O)C(=O)N2CC2CCCO2)c1 (centres undefined)
29	Cc1cccc2cc(CN(Cc3ccco3)C(=O)NC3CCCCC3)c(=O)[nH]c12
30	CC(/C=N/Nc1nc(C)cc(=O)[nH]1)=C\c1ccccc1
Assay by compound	26	27	28	29	30
FLuc counter	-1%	0%	0%	-1%	u
RORgamma inh	4%	-2%	-10%	u	-2%
ELG1 genotox	4%	0%	3%	-18%	0%
Tb PFK inh	1%	7%	1%	4%	0%
NPC1 promoter act	-1%	-1%	2%	-7%	6%
KCNH2 3.1 block	x	-19	-9	-15	-19
Rab9 prom act	2%	1%	-6%	-3%	13%
Giardia killer	x	8	-22	-6	8
Coupling enz	0	x	0	1	-2
uPA generation	x	4%	1%	-1%	3%
VP16 counter	-8%	-3%	-8%	u	u

31	NC(=S)N/N=C/c1ccccc1OCCSc1ccc(Cl)cc1
32	CCOC(=O)C1CCN(C(=O)CSc2n[nH]c(=O)[nH]c2=O)CC1
33	O=C(CSc1nnnn1-c1ccccc1F)NNC(=O)c1ccco1
34	O=C(NNC(=O)c1sccc1-n1cccc1)Nc1ccc(F)cc1
35	COc1ccc(Nc2ncnc3c2oc2ccccc23)cc1
36	FC(F)(F)c1ccc(Cl)c(-n2c(-c3cc(-c4ccco4)[nH]n3)n[nH]c2=S)c1
Assay by compound	31	32	33	34	35	36
FLuc counter	-11%	1%	8%	-2%	9.5µM*	-10%
RORgamma inh	u	0%	14%	20%	38%[10 µM]	u
ELG1 genotox	0%	-3%	1%	-11%	8.9µM*	0%
Tb PFK inh	0%	1%	0%	0%	1%	-2%
NPC1 promoter act	-17%	1%	-4%	2%	2.5µM*	1%
KCNH2 3.1 block	-14	6	2	-15	-1	2
Rab9 prom act	-6%	1%	-2%	0%	1.3µM*	-1%
Giardia killer	6	-3	-3	-3	4	-6
Coupling enz	-3	4	1	-1	-1	-1
uPA generation	-6%	2%	-15%	1%	-5%	-8%
VP16 counter	28µM*	-18%	2%	3%	-3%	-12%

By substructure: the entries above with a thiophene ring, fused or not.
3	Cc1nn(Cc2ccccc2)c2sc(C(=O)NCc3cccnc3)cc12
24	CCn1c(=O)c2cc(C(=O)N3CCN(C)CC3)sc2c2ccccc21
34	O=C(NNC(=O)c1sccc1-n1cccc1)Nc1ccc(F)cc1
Assay by compound	3	24	34
FLuc counter	-1%	1%	-2%
RORgamma inh	2%	21%	20%
ELG1 genotox	-5%	-5%	-11%
Tb PFK inh	-1%	-2%	0%
NPC1 promoter act	-2%	-1%	2%
KCNH2 3.1 block	1	2	-15
Rab9 prom act	-5%	-2%	0%
Giardia killer	2	2	-3
Coupling enz	2	0	-1
uPA generation	0%	-4%	1%
VP16 counter	-29%	2%	3%
